PLCb3 inh = blocks human PLC-beta3 enzyme activity | actives 0.18% (n = 370,000) | Purified PLC-beta3, fluorogenic substrate, fluorescence | Q01970 | inhibition, % at 12.2 µM; in the data active = inhibition above about 11%;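 also: 0% = median of compound wells on plate and 100% = full blocker control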
GAA850 FXN act = activators of GAA850 frataxin (FXN) promoter; HEK293 lucGAA850 FXN promoter luciferase reporter, 24 h; percent of 10 µM SAHA response; activation, % at 6 µM; actives 0.56% (n = 360,000);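 active = activation above the average of all compounds screened plus 3 SD, cutoff fixed separately per campaign, cut at about 7.5% in these data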;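 also: 0% = DMSO wells and 100% = 10 µM SAHA wells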
sPLA2-III inh = Inhibits HGIII-sPLA2 liposome hydrolysis, primary screen; inhibition, % at 12.2 µM; actives 0.56% (n = 370,000); AID 743126; QFRET BODIPY PC-A2 liposome hydrolysis, fluorescence;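 active = inhibition above mean plus 3 SD of compounds lying within the high and low control bounds, cut at about 19% in these data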;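 also: 0% = median of test compound wells and 100% = no enzyme DMSO wells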
Target sequence (Q9NZ20 whole entry, looked up): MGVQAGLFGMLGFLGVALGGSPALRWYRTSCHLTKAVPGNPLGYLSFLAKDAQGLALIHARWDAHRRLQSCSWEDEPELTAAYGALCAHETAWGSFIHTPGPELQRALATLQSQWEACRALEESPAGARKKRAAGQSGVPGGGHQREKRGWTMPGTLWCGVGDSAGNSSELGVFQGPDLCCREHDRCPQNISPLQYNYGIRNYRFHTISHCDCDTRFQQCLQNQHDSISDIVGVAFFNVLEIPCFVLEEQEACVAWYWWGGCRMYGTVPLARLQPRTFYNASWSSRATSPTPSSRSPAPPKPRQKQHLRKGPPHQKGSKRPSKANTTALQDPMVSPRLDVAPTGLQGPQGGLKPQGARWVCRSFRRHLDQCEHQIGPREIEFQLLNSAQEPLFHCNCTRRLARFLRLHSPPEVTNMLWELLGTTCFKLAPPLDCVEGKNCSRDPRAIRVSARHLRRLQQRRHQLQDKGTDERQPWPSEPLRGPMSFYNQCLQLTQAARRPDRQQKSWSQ
Rev-erbA mod = Rev-erb alpha (human) modulation | Rev-erbα–FITC-DNA binding, fluorescence polarization, 90 min | activity, % at 10 µM | actives 0.79% (n = 370,000) | AID 1259318;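 active = activity above about 14%, limit read from the data; passing the limit was not always enough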;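 also: 0% = DMSO wells with 35 nM protein and 100% = DMSO wells with 750 nM protein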
hcDAF12 agonist = activators of H. contortus DAF-12 nuclear receptor. HEK293 hcDAF-12 lit1-tk-luc reporter, luminescence; 0% DMSO, 100% Δ7-dafachronic acid. activation, % at 6.8 µM. actives 1.4% (n = 370,000). AID 652067;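 active = activation above the mean of all tested compounds plus 3 SD, cut at about 5.5% in these data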;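 also: 100% = response to 3 µM Δ7-dafachronic acid high control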
PG9 Ab binder = PG9 antibody binding by small molecule; inhibition, % at 6.7 µM; TR-FRET gp120-PG9 antibody binding; actives 0.43% (n = 360,000); in the data active = inhibition above about 8.5%
SMARCA2 act = activators of SMARCA2 function. MG213 cells, MMTV-luciferase reporter, dexamethasone, overnight. activation, % at 9.1 µM. actives 1% (n = 370,000); in the data active = activation above about 7.8%;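 also: 0% = vehicle wells and 100% = reference activator wells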
ssDAF12 agonist = activators of S. stercoralis DAF-12 nuclear receptor; HEK293 ssDAF-12/GRIP1 lit1-tk-luc reporter, luminescence; % of 3 µM dafachronic acid response; activation, % at 6.8 µM; actives 1% (n = 370,000); AID 652126;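 active = activation above the mean over all tested compounds plus 3 SD, cut at about 0.9% in these data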;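 also: 0% = DMSO-only wells and 100% = 3 µM delta7-dafachronic acid wells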
DAX1 inh-1 = inhibits human nuclear receptor DAX1 | P51843 | HEK293 Gal4-DAX1 luciferase reporter, luminescence | inhibition, % at 6.75 µM | actives 0.99% (n = 340,000) | AID 504766;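 active = inhibition above the mean over all tested compounds plus 3 SD, cut at about 4.2% in these data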;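 also: 0% = DAX1-transfected cells with DMSO and 100% = empty-vector control cells with DMSO; inhibition shows as a rise in luminescence from relieved DAX1 repression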
Target sequence (P51843 207-470 limits assumed): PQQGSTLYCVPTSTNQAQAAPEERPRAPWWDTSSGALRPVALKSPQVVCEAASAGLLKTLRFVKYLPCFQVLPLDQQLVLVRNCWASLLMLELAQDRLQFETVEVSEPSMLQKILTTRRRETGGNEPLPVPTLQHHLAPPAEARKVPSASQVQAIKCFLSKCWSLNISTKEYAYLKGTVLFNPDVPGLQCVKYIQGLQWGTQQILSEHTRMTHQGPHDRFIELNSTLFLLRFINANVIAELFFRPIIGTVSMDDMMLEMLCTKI
hgDAF12 agonist = agonists of H. glycines DAF-12 nuclear receptor; HEK293 GAL4-hgDAF12 UAS-luciferase reporter, agonist luminescence; normalized to butyrate control; activation, % at 6.8 µM; actives 1.8% (n = 370,000);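 active = activation above a cutoff set at the mean of all screened compounds plus 3 SD, cut at about 10% in these data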;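 also: 0% = DMSO wells and 100% = sodium butyrate wells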
DAX1 inh-2 = DAX1 (NR0B1) inhibition, primary screen; AID 652010; inhibition, % at 6.8 µM; HEK293T StAR-luciferase reporter, SF-1/DAX-1 repression relief; actives 1.1% (n = 370,000);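 active = inhibition above the mean over all tested compounds plus 3 SD, cut at about 3.6% in these data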;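 also: 0% = DAX-1 cells with DMSO and 100% = cells lacking DAX-1 with DMSO; higher inhibition means more luminescence from relief of DAX-1 repression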
* marks the source's active call; other numbers are inactive results; . = no result given.

SMILES | PLCb3 inh | GAA850 FXN act | sPLA2-III inh | Rev-erbA mod | hcDAF12 agonist | PG9 Ab binder | SMARCA2 act | ssDAF12 agonist | DAX1 inh-1 | hgDAF12 agonist | DAX1 inh-2
CCCCOc1ccc(C(C)NC(=O)C2CCCN(S(=O)(=O)CC)C2)cc1 (stereo not given) | 0.3 | -5.3 | 0.6 | 2.6 | -1.8 | 0.2 | -0.8 | -1.6 | -0.3 | -0.1 | -0.2
CC(NC(=O)C12CC3CC(CC(C3)C1)C2)C(=O)NCCN(C)C (stereo not given) | 2.9 | 0.2 | 3.4 | 0.1 | -1.1 | -1.8 | 0.5 | -0.8 | -0.4 | 0.2 | 0.7
Cc1ccc(CN2CCN(C(=O)CC(C)C)CC2)cc1 | -2.0 | 1.0 | 4.5 | 0.5 | -1.1 | -1.4 | 2.0 | -1.4 | -0.6 | -0.3 | 0.1
O=C(COC(=O)/C=C/c1ccc(S(=O)(=O)N2CCOCC2)cc1)NCc1ccc(F)cc1 | -0.2 | 0.0 | -0.8 | 5.2 | -0.6 | -0.2 | -3.3 | -1.4 | 0.3 | 0.3 | 1.6
CSc1nc(N)c(C(=O)Nc2ccc([N+](=O)[O-])cc2)s1 | -3.7 | 0.2 | -0.5 | -2.1 | -0.6 | -1.1 | 0.4 | -1.0 | 0.5 | 0.9 | 0.4
COc1ccccc1C(=O)NC(CCSC)C(=O)NNC(=O)c1ccncc1 (stereo not given) | -5.7 | -2.6 | 6.7 | -0.6 | -0.5 | -0.2 | -0.3 | -0.8 | 0.9 | 2.9 | 0.2
O=C1C2ON(c3ccc(Br)cc3)C(c3cccnc3)C2C(=O)N1C1CCCCC1 (stereo not given) | 2.1 | 2.5 | -2.1 | -3.2 | 1.0 | -1.2 | 1.0 | -1.0 | -0.3 | -1.2 | 0.3
NC(=O)c1ccsc1NC(=O)COC(=O)CNC(=O)c1ccc(F)cc1 | -6.8 | -1.5 | -2.8 | -5.4 | -0.9 | -2.2 | 2.8 | -0.7 | 0.8 | 1.3 | -0.9
C[C@H](O)[C@@H]1CN2CCc3ccc(-c4ccc5c(c4)OCO5)cc3[C@@H]2C[C@@H]1N(C)Cc1ccccc1 | -3.4 | . | -2.6 | 3.1 | -0.3 | 0.1 | -0.5 | -0.3 | . | -0.9 | 0.2
CN1CC(=O)N(CC(=O)N2N=C(c3ccc(Cl)cc3)CC2c2ccco2)C1=O (stereo not given) | -3.3 | -2.5 | 1.6 | -1.8 | -0.6 | 1.0 | 1.6 | -0.7 | -0.1 | 0.2 | 0.5
C=CCn1c(SCC(=O)Nc2ccc(NC(C)=O)cc2)nc2sc(C)c(C)c2c1=O | -5.6 | 1.6 | 6.2 | -4.9 | -0.3 | 1.2 | 0.2 | -1.1 | 0.2 | 1.2 | 4.8*
COc1ccccc1NS(=O)(=O)c1ccc(N/N=C(\C)C(C)C)c([N+](=O)[O-])c1 | 12.9* | . | -8.2 | 3.4 | -1.2 | -2.5 | -4.4 | -1.3 | -0.4 | -1.0 | -0.6
Cc1ccc(N2CCN(C(=O)N3CCOCC3)CC2)c(C)c1 | 1.9 | 0.1 | -1.5 | 3.4 | -1.1 | 0.7 | 0.2 | -1.8 | -0.5 | -1.6 | -0.8
COCCCNC(=O)c1cccc2c(-c3ccc(OC)cc3C)coc12 | -1.8 | -1.0 | -2.3 | 5.0 | -3.3 | 1.0 | -2.9 | -1.5 | . | -1.1 | -2.6
Cn1c(COc2ccccc2)nnc1SCC(=O)Nc1ccc(S(N)(=O)=O)cc1 | 3.2 | 0.4 | -7.2 | -3.5 | -1.4 | -0.4 | -1.4 | -1.6 | 1.2 | -2.6 | 1.9
COc1cc([N+](=O)[O-])ccc1NC(=O)NNC(=O)CCc1ccccc1 | -2.6 | 2.0 | -11.3 | 3.1 | -1.2 | -1.4 | 2.2 | -0.8 | -0.2 | -2.0 | -1.1
CCCCN(C(=S)NC(=O)c1cc(OC)c(OC)c(OC)c1)c1c(N)n(Cc2ccccc2)c(=O)[nH]c1=O | 4.0 | 1.1 | 8.3 | -5.1 | -0.5 | -1.1 | 5.5 | -0.4 | -0.1 | 1.7 | -0.1
O=C(c1cccc(Cl)c1)N1CCCC(C(=O)N2CCCCCC2)C1 (stereo not given) | 2.3 | -1.9 | -3.4 | 3.5 | -1.2 | -0.1 | -1.1 | -1.7 | 0.1 | 1.4 | -0.7
O=C(O)C1C2CCCCC2=C2CCCCC2C1C(=O)c1ccccc1 (stereo not given) | 3.3 | 2.6 | -3.5 | 2.7 | -1.3 | 0.4 | 0.9 | -0.8 | 0.0 | -3.3 | 0.3
Cc1cc2ccccc2c(=O)[nH]1 | -4.7 | 1.1 | 8.1 | -4.2 | -0.9 | 2.4 | -2.2 | -0.6 | 1.1 | -0.4 | 0.3
Cc1cc(S(=O)(=O)NCC(=O)O)ccc1F | 1.2 | -2.3 | 2.2 | -3.8 | -1.7 | 0.2 | -5.0 | -1.1 | 0.3 | 2.6 | 0.4
O=C1/C(=C\c2ccc(Br)o2)SC(=Nc2ccccc2)N1c1ccccc1 | -2.0 | 0.5 | 0.6 | -4.2 | -2.5 | -0.7 | -2.1 | -0.7 | 0.6 | -0.5 | -0.5
COc1ccc(S(=O)(=O)N2CCC(C(=O)N3CCc4ccccc4C3)CC2)cc1 | -0.6 | -0.6 | -3.1 | 6.1 | -1.7 | -0.2 | -1.5 | -1.4 | 0.4 | 1.9 | -0.8
O=C(C1CCN(C2CCN(Cc3ccsc3)CC2)CC1)N1CCOCC1 | -5.6 | 1.0 | 4.2 | -0.3 | 0.1 | -1.3 | 1.7 | -0.7 | 0.7 | 1.6 | 1.0
Cc1ccc(C2CC(c3ccccc3)=NN2C(=O)CSc2nnc(-c3ccncc3)n2C)o1 (stereo not given) | -4.0 | -4.1 | 11.5 | 1.8 | -1.8 | 3.3 | -0.5 | -1.6 | 2.5 | 3.1 | 0.0

Next structures:
SMILES | PLCb3 inh | GAA850 FXN act | sPLA2-III inh | Rev-erbA mod | hcDAF12 agonist | PG9 Ab binder | SMARCA2 act | ssDAF12 agonist | DAX1 inh-1 | hgDAF12 agonist | DAX1 inh-2
CCCCOc1ccc(OC(=O)Nc2cc(Cl)ccc2OC)cc1 | -2.0 | 1.4 | 6.6 | -4.4 | -0.9 | -0.4 | -0.9 | -0.9 | -2.4 | -4.0 | -0.8
CS(=O)(=O)N1CCCC(C(=O)Nc2c(F)cccc2F)C1 (stereo not given) | -6.0 | 0.0 | 0.8 | 2.2 | -2.2 | -1.0 | -0.7 | -0.3 | 0.1 | 1.1 | 0.1
Cc1csc(CN(C)C(=O)CC2C(=O)NCCN2Cc2ccc(Cl)c(F)c2)n1 (stereo not given) | -29.9 | -0.1 | 0.5 | 5.2 | 1.1 | 0.4 | -2.8 | -1.0 | 0.3 | -3.1 | -0.1
O=c1cc(CN2CCN(c3ccc(Cl)c(Cl)c3)CC2)c2ccccc2o1 | 1.7 | . | 4.8 | -1.3 | 0.1 | -1.7 | -0.4 | -0.8 | . | -1.2 | -2.4
Cc1ccc(S(=O)(=O)N2CC(C(=O)O)Oc3ccccc32)cc1 (stereo not given) | -1.0 | 0.3 | -0.9 | -1.2 | -0.2 | -2.5 | -1.2 | -0.9 | 0.7 | -0.9 | 0.5
c1ccc(-c2nnc3sc(-c4ccncc4)nn23)cc1 | -12.5 | 1.6 | 5.3 | -2.6 | -1.6 | -0.8 | -1.2 | -1.9 | 0.0 | 5.9 | -1.4
O=C(COc1ccc(S(=O)(=O)N2CCOCC2)cc1Cl)NCc1ccccn1 | -5.3 | 0.3 | -1.8 | -2.6 | 0.0 | -1.2 | -3.0 | -0.7 | 0.9 | 3.1 | 0.4
CC1CCCN(S(=O)(=O)c2csc(C(N)=O)c2)C1 (stereo not given) | -5.3 | -0.8 | 6.7 | 4.1 | -1.4 | 0.8 | 0.3 | -0.8 | 0.2 | 4.3 | 0.5
COc1cc(/C=C/C(=O)C2C(=O)C=C(C)OC2=O)cc(OC)c1O (stereo not given) | -114.6 | 0.8 | -17.4 | -5.8 | 3.0 | -4.2 | -0.4 | 0.4 | -0.2 | -1.7 | 0.1
O=C(C1CCN(S(=O)(=O)c2cccc3cccnc23)CC1)N1CCN(c2ccccc2)CC1 | -1.8 | 0.2 | -0.5 | -0.3 | 0.7 | -2.0 | -1.6 | -1.1 | 1.6 | 12.1* | 0.1
CCn1c(C)cc(/C=C2/SC(=O)N(CC(=O)N3CCCC3)C2=O)c1C | -19.8 | -0.1 | 2.3 | 0.7 | -1.3 | -0.7 | -3.1 | -1.0 | 0.5 | 0.4 | 0.9
COP(=O)(O)CNC(=O)OCc1ccccc1 | -0.1 | . | 2.1 | 10.3 | -1.2 | . | -0.6 | -0.7 | . | 2.0 | -0.4
CCCCNC(=S)NNC(=O)c1nn(C)cc1Cl | -6.2 | -1.8 | 23.3* | -2.8 | -1.6 | -0.4 | 4.0 | -1.1 | -1.2 | 1.5 | 0.4
Cc1cc(=O)[nH]c(SCC(=O)Nc2nc(-c3ccccc3)cs2)n1 | -4.9 | 0.6 | -15.2 | 1.3 | 1.0 | 0.1 | -0.6 | -0.5 | 0.5 | 4.1 | 0.6
COc1ccc(NC(=O)CSc2nnc(Cc3ccccc3)o2)c(OC)c1 | -1.0 | 1.7 | -2.5 | -1.4 | -0.2 | -0.1 | 2.6 | -1.5 | 0.6 | 0.2 | -0.3
COC(=O)c1ccc(N=NNc2ccccc2)cc1 | -2.5 | 4.4 | 7.6 | 3.0 | 3.9 | 0.5 | 4.9 | 0.1 | 2.9 | 10.7* | 4.1*
CC(=O)Nc1ccc(NC(=O)C2(C)Cc3c(-c4cccc(C(F)(F)F)c4)ccnc3O2)cc1 (stereo not given) | 5.9 | 2.4 | -6.5 | -1.2 | -1.2 | -2.6 | 2.1 | -1.3 | . | 1.3 | -0.5
COC(=O)c1ccc(-c2cccc(CN3CCN(c4ncc(Cc5ccccc5)cn4)CC3)c2)cc1 | 1.0 | . | 5.5 | 10.2 | -3.2 | -2.7 | -2.3 | -0.8 | . | 4.0 | 0.0
Cc1ccc2c(c1)C1(OCCO1)C(=O)N2 | 2.2 | 0.9 | -1.3 | 1.4 | -0.4 | 0.3 | -0.9 | -0.4 | 1.1 | 0.2 | -0.1
Cc1cc(C)n(CCNC(=O)[C@H]2O[C@@H](n3cnc4c(N)ncnc43)[C@H](O)[C@@H]2O)n1 | 2.9 | . | 7.4 | -2.9 | 1.1 | 1.5 | 3.4 | -1.0 | . | 6.2 | 0.9
CC(C)N(c1ccccc1)c1ncnc(NCCC(=O)O)c1[N+](=O)[O-] | 0.7 | -1.7 | 1.0 | 0.7 | -1.4 | -1.7 | 0.9 | -1.1 | -0.3 | -1.7 | -0.8
CC(=O)c1ccc(OCc2cn(CC(=O)c3ccc(O)cc3)nn2)c(C)c1 | -1.3 | -0.2 | -35.7 | -6.4 | -0.7 | -0.3 | -3.6 | -0.1 | 0.1 | 4.8 | -0.9
Cn1c(CCc2ccc(N)cc2)nc2ccccc21 | -8.8 | 5.2 | 5.5 | 0.6 | 2.0 | 2.1 | 4.2 | -0.9 | 3.0 | 15.2* | 6.1*
COc1ccccc1Nc1ccc([N+](=O)[O-])cn1 | 3.5 | 2.2 | 0.8 | 8.6 | 0.7 | -1.8 | -0.7 | 0.8 | 0.1 | 1.9 | -0.2
